Tb PGK inh – inhibitors of T. brucei phosphoglycerate kinase | actives 0.043% (n = 380,000) | Potency, µM (highest dose often 57.5 µM), inactives show at the top dose activity change, negative = inhibition, actives largely listed as inhibitors | P07378 | PGK/GAPDH coupled, Kinase-Glo luminescence, 60 min; also: % is scaled to controls: 0 for no effect and ±100 for the full control effect; nearly all actives have a fitted effect of over 60% in size
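Luminescent ATP detection (Kinase-Glo Plus) follows a 60-minute room-temperature incubation, with wells lacking PGK as controls. Buffer: 100 mM TEA (pH 7.6), 5 mM MgCl2, 0.01% Tween-20. Coupling enzyme GAPDH (100 nM final) supplies unstable 1,3-BPG in-well.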
JMJD2A Tudor – JMJD2A Tudor domain (human) inhibition; O75164; AlphaScreen JMJD2A-Tudor / H3K4me3 peptide binding; Potency, µM (series often up to 114 µM), for inactives: at the highest dose activity change, negative = inhibition, actives largely listed as inhibitors; actives 4.4% (n = 390,000); AID 504339; also: % is scaled to controls: 0 for no effect and ±100 for the full control effect; nearly all actives have a fitted effect of over 50% in size
BAZ2B block – blocks human BAZ2B. actives 4.4% (n = 360,000). AlphaScreen BAZ2B-H3K14Ac peptide displacement. Potency, µM (titrated, usually from 114 µM), for inactives: top-dose activity change, negative = inhibition, hits mostly inhibitors; also: % is scaled to controls: 0 for no effect and ±100 for the full control effect; nearly all actives have a fitted effect of over 60% in size
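Compounds, titrated to a top concentration of 110 uM, were incubated 30 min at room temperature with preformed BAZ2B/acetyl-K14 H3 peptide complex (50 nM each). Proximity signal was measured by AlphaScreen after 20 min with beads.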
GLS inh – blocks human kidney-isoform glutaminase activity | O94925 | GLS enzymatic activity, qHTS titration | Potency, µM (titrated, usually from 45.5 µM), inactives show top-dose activity change, negative = inhibition, hits mostly inhibitors | AID 624170 | actives 0.21% (n = 410,000); also: % is scaled to controls: 0 for no effect and ±100 for the full control effect
Target sequence (O94925 whole entry, looked up, canonical isoform): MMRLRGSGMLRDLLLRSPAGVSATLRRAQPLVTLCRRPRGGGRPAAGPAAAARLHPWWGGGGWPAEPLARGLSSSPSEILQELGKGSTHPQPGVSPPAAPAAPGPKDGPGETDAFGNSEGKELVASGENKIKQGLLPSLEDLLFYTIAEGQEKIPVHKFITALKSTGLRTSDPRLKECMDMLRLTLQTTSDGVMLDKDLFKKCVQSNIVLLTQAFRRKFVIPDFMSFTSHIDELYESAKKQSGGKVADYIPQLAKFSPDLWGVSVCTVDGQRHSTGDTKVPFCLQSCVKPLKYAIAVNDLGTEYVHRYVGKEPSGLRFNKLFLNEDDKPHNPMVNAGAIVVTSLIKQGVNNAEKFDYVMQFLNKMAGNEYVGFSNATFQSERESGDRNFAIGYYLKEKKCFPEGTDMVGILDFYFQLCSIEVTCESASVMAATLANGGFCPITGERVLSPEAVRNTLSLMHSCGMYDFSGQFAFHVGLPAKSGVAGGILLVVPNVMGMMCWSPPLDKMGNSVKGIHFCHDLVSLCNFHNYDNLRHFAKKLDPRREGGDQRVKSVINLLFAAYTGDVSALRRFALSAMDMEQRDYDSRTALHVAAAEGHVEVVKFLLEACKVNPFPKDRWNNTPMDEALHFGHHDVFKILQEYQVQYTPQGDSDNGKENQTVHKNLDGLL
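Two-point fluorescence kinetic (t0, 30 min RT) for hKGA; glutamate detected via glutamate oxidase–HRP–Amplex Red. Substrate: 1 mM L-glutamine solution; buffer 45 mM KH2PO4, pH 8.2.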
Pin1 inh – inhibitors of human Pin1; Q13526; Pin1 FP peptide displacement, HiFluor488, 10 min; Potency, µM (doses to about 115 µM), inactives show at the highest dose activity, negative = inhibition, actives largely listed as inhibitors; actives 0.009% (n = 390,000); AID 504891; active = well fitted inhibition curve with a large enough effect in the polarisation, with a control signal flat, not every such curve was filed as active; inconclusive = small, poorly fitted or top-dose-only effect, or effect the other way, or a change in a side signal; inactive = no such curve, though single readings can be large or run the other way; the % refers to the polarisation; also: % is scaled to controls: 0 for no effect and ±100 for the full control effect
Target sequence (Q13526 whole entry, looked up): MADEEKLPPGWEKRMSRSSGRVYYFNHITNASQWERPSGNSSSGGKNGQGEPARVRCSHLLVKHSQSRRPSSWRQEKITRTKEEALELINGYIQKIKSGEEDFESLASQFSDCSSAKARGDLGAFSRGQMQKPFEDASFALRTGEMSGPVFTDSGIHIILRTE
HP1b binding inh – blocks HP1-beta chromodomain binding to methylated histone tails. P83916. AlphaScreen HP1-beta / biotin-H3K9me3 peptide binding. Potency, µM (doses to about 114 µM), for the others: top-dose activity change, negative = inhibition, usual class: inhibitors. actives 0.56% (n = 390,000); also: nearly all actives have a fitted effect of over 70% in size; inactives centre near 23
Target sequence (P83916 whole entry, looked up): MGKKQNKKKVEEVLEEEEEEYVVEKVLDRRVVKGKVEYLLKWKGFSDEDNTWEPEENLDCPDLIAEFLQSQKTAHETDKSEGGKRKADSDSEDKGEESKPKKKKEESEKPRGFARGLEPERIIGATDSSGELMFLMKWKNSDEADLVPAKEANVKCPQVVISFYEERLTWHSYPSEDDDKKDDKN
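HP1-beta protein (50 nM final) preincubated 30 min at room temperature with biotinylated H3(1-18)K9me3 peptide (50 nM) in PBS pH 7.4, 0.01% Tween-20, then compound added for 30 min. AlphaScreen streptavidin donor/nickel chelate acceptor beads (10 ug/mL final), 30 min dark, luminescence read.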
BLM inh – inhibitors of human Bloom syndrome helicase BLM; recombinant BLM DNA unwinding, fluorescence dequenching; P54132; actives 0.2% (n = 350,000); Potency, µM (series often up to 56.1 µM), for inactives: at the highest dose activity change, negative = inhibition, hits mostly inhibitors;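 also: plate controls were vehicle for no effect and no enzyme for full effect; nearly all actives have a fitted effect of over 35% in size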
G9a block – inhibitors of human histone lysine methyltransferase G9a; Potency, µM (series often up to 102 µM), for the others: at the highest dose activity, negative = inhibition, most hits filed as inhibitors; G9a H3K9 monomethylation, AlphaScreen, 2 h; Q96KQ7; actives 8.8% (n = 350,000); also: % is scaled to controls: 0 for no effect and ±100 for the full control effect; nearly all actives have a fitted effect of over 75% in size
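G9a (20 nM) was preincubated 15 min with compound, then reacted 2 h at room temperature with 500 nM biotin-H3K9 peptide and 20 µM SAM. Monomethyl-H3K9 detected by AlphaScreen using anti-H3K9me1 antibody.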
Pol iota inh – DNA polymerase iota (human) inhibition | Pol iota fluorescent replication assay, 10 min | Potency, µM (series often up to 115 µM), inactives show at the highest dose activity, negative = inhibition, actives largely listed as inhibitors | actives 1% (n = 390,000) | Q9UNA4
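Pol iota at 10 nM preincubated 15 min with compounds at room temperature; reaction started with fluorescent substrate, 50 nM final. Fluorescence read kinetically at 0 and 10 min; buffer-only wells as negative control.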
* = called active by the depositor; i = inactive; ? = inconclusive; / = not tested or not shown; [ ] = remark or other dose. Unless noted, calls follow the shape of the dose curve; as a rule, active = well fitted curve in the direction sought with a large enough effect; inconclusive = small, poorly fitted or top-dose-only effect, or another doubt; inactive = no such curve, though single readings can be large; an effect the other way counts as inactive or inconclusive. Potency is read from the fitted curve at half-maximal effect. Some of the compounds tested (hit frequency here may not be typical).

Sample of the layout:
SMILES | Tb PGK inh | JMJD2A Tudor | BAZ2B block | GLS inh | Pin1 inh | HP1b binding inh | BLM inh | G9a block | Pol iota inh
CC1(C)CC(=O)c2cc(OCC(=O)NCc3cccnc3)ccc2O1 | -9% | -16% | 0% | -6% | -6% | 22% | 0% | -2% | 11%
C=CC(=O)N1C/C(=C/c2ccccc2)C(=O)/C(=C\c2ccccc2)C1 | 3% | ? | / | 5% | 7% | -10% | / | / | ?

Results (from the top)
SMILES | Tb PGK inh | JMJD2A Tudor | BAZ2B block | GLS inh | Pin1 inh | HP1b binding inh | BLM inh | G9a block | Pol iota inh
CC1(C)CC(=O)c2cc(OCC(=O)NCc3cccnc3)ccc2O1 | -9% | -16% | 0% | -6% | -6% | 22% | 0% | -2% | 11%
C=CC(=O)N1C/C(=C/c2ccccc2)C(=O)/C(=C\c2ccccc2)C1 | 3% | ? | / | 5% | 7% | -10% | / | / | ?
CC(C)(C)c1ccc(/C=N/NC(=O)C2CCCC2)cc1 | -6% | -22% | -1% | -5% | ? | 31% | -14% | / | 17%
CN1CCN(C(=O)/C=C\c2ccc(Cl)cc2)CC1 | 6% | -6% | -2% | 5% | 6% | 38% | -6% | -12% | 21%
COc1ccc(CCNc2oc(/C=C/c3ccc(OC)c(OC)c3)nc2C#N)cc1 | -1% | -8% | -33% | -9% | 8% | 37% | -5% | 3%[59 µM] | 0%
CC(=O)N1CCc2cc(S(=O)(=O)C(C)CC(=O)Nc3ccc(Br)c(C)c3)ccc21 (stereo unspecified) | -4% | -6% | -17% | -6% | 1% | 33% | -1% | -11%[59 µM] | -5%
Cc1cc(C)cc(-n2ncc3c2CCCC3NC(=O)c2ccccc2N2CCOCC2)c1 (stereo unspecified) | -8% | -16% | -10%[57.1 µM] | 4% | -4% | 16% | 0% | 16% | 35%
CCCn1nc2cc(C(=O)NCc3ccc(C)cc3)ccc2c1OCC | -1% | -22% | -3%[57.1 µM] | 10% | -4% | 48%[activator] | 1% | -2% | -24%
COc1cccc(CNC(=O)COC(=O)C2CC3CCCC(C2)C3=O)c1 (stereo unspecified) | i | -8% | 0% | 3% | -5% | 33% | / | 4% | 17%
CC(C)OP(=O)(Nc1cccc2ccccc12)OC(C)C | 6% | -3% | 1% | 5% | 4% | 36% | 3% | 3% | 12%
CCS(=O)(=O)c1ccc(C(=O)N2CCN(c3nc4c(OC)ccc(C)c4s3)CC2)cc1 | 0% | -10% | -11% | -12% | -9% | 3% | 1% | 5%[59 µM] | 4%
COc1ccc(/C=N/NC(=O)c2ccn[nH]2)cc1Cn1cc([N+](=O)[O-])cn1 | -7% | 5% | 2% | 4% | 0% | 49%[activator] | -8% | 1% | -10%
O=[N+]([O-])c1ccc(-n2cccn2)c(-c2nn[nH]n2)c1 | -7% | -22% | -33% | 2% | 0% | 18% | -8% | ? | -8%
COC(=O)c1cccc(NC(=O)CCCN2C(=O)NC3(CCCC3)C2=O)c1 | 0% | -5% | 9% | -1% | -8% | 32% | / | 0% | 33%[activator]
CN(C)S(=O)(=O)c1cccc(-c2nn(-c3ccccc3)cc2/C=C(/C#N)C(=O)NCc2ccco2)c1 | 8% | -21% | -8% | 13% | 14% | -1% | -4% | 4%[59 µM] | ?
O=C(NCCc1ccc(Cl)cc1)c1nnc(Cc2ccc(F)cc2)o1 | -14% | -5% | 4% | -2% | -6% | 7% | -14% | -32%[59 µM] | 13%
CC1CCCC(C)N1C(=O)CN1C(=O)c2ccccc2S1(=O)=O (stereo unspecified) | -2% | -18% | 4% | 1% | 3% | 55%[activator] | / | 4%[2.33 µM] | 12%
CCCCN(C)S(=O)(=O)c1ccc(C(=O)Nc2sc3c(c2C(=O)OCC)CCN(C(C)C)C3)cc1 | -5% | -3% | 7% | 6% | ? | 47%[activator] | -1% | 6%[59 µM] | -2%
O=C(NNC(=O)C1CC=CCC1C(=O)O)c1ccc(Cl)cc1 (stereo unspecified) | 9% | -2%[11.4 µM] | -28% | 14% | 9% | 30% | -9% | -24% | 90%[activator]
Cc1ccc(C)c(OCc2cc(C(=O)NC3CCN(Cc4ccccc4)CC3)no2)c1 | -7% | -24% | -28% | 0% | 27% | 15% | -9% | 11%[59 µM] | 21%

As entered above.
C=CC(=O)N1C/C(=C/c2ccccc2)C(=O)/C(=C\c2ccccc2)C1 @ Pin1 inh: 7%
CCCCN(C)S(=O)(=O)c1ccc(C(=O)Nc2sc3c(c2C(=O)OCC)CCN(C(C)C)C3)cc1 @ Pol iota inh: -2%
COC(=O)c1cccc(NC(=O)CCCN2C(=O)NC3(CCCC3)C2=O)c1 @ HP1b binding inh: 32%
CC1(C)CC(=O)c2cc(OCC(=O)NCc3cccnc3)ccc2O1 @ G9a block: -2%

Next section:
SMILES | Tb PGK inh | JMJD2A Tudor | BAZ2B block | GLS inh | Pin1 inh | HP1b binding inh | BLM inh | G9a block | Pol iota inh
O=C(NCc1ccc2c(c1)OCO2)C1CC(=O)N(C2CCCCCCC2)C1 (stereo unspecified) | / | -22% | ? | 4% | ? | 6% | 1% | 23%[12.7 µM] | 12%
CCOC(=O)Nc1sc2c(c1C#N)CCC(C)C2 (stereo unspecified) | -1% | 5% | 14% | 10% | 6% | 20% | -1% | -3%[59 µM] | 28%
CC(=O)c1ccc(OCC(C)C)c(CN2CCCCC2)c1 | 0% | -2% | 0% | 0% | 3% | 36%[activator] | 4% | -48% | -2%
CCc1cc(=O)oc2cc(OC3CCCCC3=O)ccc12 (stereo unspecified) | -3% | -1% | 5% | -8% | 1% | 12% | -3% | 19% | -6%
O=C(NCCc1ccc(Cl)cc1)c1ccc(CS(=O)Cc2cccc(Cl)c2)o1 (stereo unspecified) | -3% | -16% | ? | -1% | -4% | 19% | -4% | -25%[59 µM] | -12%
CC(C)(C)NC(=O)CN(C(=O)c1ccc(Cl)nc1)c1cccc2ccccc12 | -6% | -10% | -16% | -2% | 1% | 57%[activator] | -3% | 10% | 11%
N#Cc1ccc(OC(=O)c2cc(-c3ccc4c(c3)OCCO4)on2)cc1 | -1% | -5% | ? | -1% | -7% | 62%[activator] | -1% | -8%[59 µM] | -24%
COc1ccc(Nc2nc(N3CCN(S(=O)(=O)N(C)C)CC3)nc3ccccc23)cc1 | -7% | -22% | -2% | 2% | ? | 38% | -9% | 0%[59 µM] | -12%
CCOC(=O)c1cnc(SCC(=O)Nc2nc(C)c(C)s2)nc1N | -6% | -25% | -39% | -10% | -3% | -3% | -1% | ? | 11%
O=C(Nc1c(Cl)ccc2nsnc12)c1ccc([N+](=O)[O-])o1 | -9% | -8% | 18% | 1% | 1% | 20% | -1% | / | ?
Cn1c(=O)c2c(nc(Cl)n2CC(=O)N2CCCCC2)n(C)c1=O | 0% | 3% | -17% | -14% | 1% | 24% | -6% | 4%[59 µM] | 77%[activator]
CC(C)(C)c1ccc(/C=N/NC(=O)Cc2c[nH]c3ccccc23)cc1 | 5% | ? | ? | 19% | 2% | -23% | -16% | 12%[2.33 µM] | 7%
CN(C)NC(=O)C(NC(=O)c1ccccc1)C12CC3CC(CC(C3)C1)C2 (stereo unspecified) | -5% | -7% | -25% | 18% | -2% | 10% | 0% | ? | -16%
Cc1ccc(CCN2CC(C(=O)NCc3cccnc3)CC2=O)cc1 (stereo unspecified) | i | -15% | / | -1% | 2% | 24% | / | / | ?
CCc1ccc(N(C(=O)CCC(=O)Nc2cc(C)on2)C(C(=O)NC2CCCC2)c2ccco2)cc1 (stereo unspecified) | 1% | -22% | 1% | -3% | -3% | 6% | -1% | 8%[59 µM] | 32%[activator]
O=C(CCC1CCCN(Cc2cccc(Cl)c2)C1)NCc1ccccc1F (stereo unspecified) | -6% | 15% | -4% | -3% | -3% | 50%[activator] | -1% | 10% | -6%
Cc1cc(C)cc(NC(=S)N(CCN2CCCCC2)Cc2ccco2)c1 | i | ? | ? | 2% | 1% | -9% | -4% | -40%[59 µM] | 58%[activator]
COc1ccc(/C=C/C(=O)NC(=S)Nc2ccc(S(=O)(=O)Nc3nccnc3OC)cc2)cc1 | 1% | -12% | -34% | 3% | 0% | -12% | 7% | ? | ?
O=C(Cc1csc(-c2ccccc2)n1)NCc1ccco1 | 6% | -11% | ? | 10% | -4% | 47%[activator] | -7% | ? | 7%
COc1ccc(N2CC(C(=O)NCc3ccccc3)CC2=O)cc1 (stereo unspecified) | -8% | -10% | 12% | 6% | -9% | 31% | -1% | ? | 12%
O=C(O)CC1S/C(=N/N=C/c2ccc(-c3ccccc3[N+](=O)[O-])o2)NC1=O (stereo unspecified) | -16% | ? | 50µM* | 3% | ? | 4% | -3% | -42%[2.33 µM] | ?
Cc1ccc(S(=O)(=O)N2CCCC2C(=O)Nn2cnnc2)cc1 (stereo unspecified) | -5% | -6% | -17% | -3% | 1% | 13% | 0% | -8%[59 µM] | -7%
O=C(Nc1ccc(-c2ccco2)cc1)C1CCCN(Cc2ccc(CO)o2)C1 (stereo unspecified) | -10% | ? | ? | 6% | 9% | -13% | -3% | / | ?
CCOc1ccc(Cn2c(CNS(=O)(=O)c3ccc([N+](=O)[O-])cc3)nc3cccnc32)cc1 | -7% | -11% | 4% | -7% | 3% | 22%[57 µM] | -2% | -9%[59 µM] | 3%
COC(=O)Nc1nnc(SCc2ccc(C)cc2)s1 | -10% | -1% | 3% | 9% | 7% | 18% | 5% | -3%[59 µM] | -8%
CCOC(=O)c1sc(NC(=O)CN2C(=O)NC3(CCC(C)CC3)C2=O)c(C(=O)OCC)c1C (stereo unspecified) | 5% | -15% | 0% | 12% | 1% | 28% | / | 5%[12.7 µM] | 6%
Cc1ccc(N2CC(C(=O)N3CCc4ccccc43)CC2=O)cc1 (stereo unspecified) | / | 8% | 10% | -4% | 6% | 29% | -3% | 13%[59 µM] | -10%
COc1cc(S(=O)(=O)N2CCOCC2)cc(C(=O)c2nccn2C)c1OC | 1% | -3% | -3% | -5% | 2% | 22% | 1% | -14% | 7%
COc1ccc([N+](=O)[O-])cc1NC(=O)c1cncc(Br)c1 | i | -6% | 7% | -5% | -6% | 37% | -2% | / | -4%
